# Screens as filed in PubChem.
# CHT allo act – CHT positive allosteric modulators, primary screen, cell-based, membrane potential dye, choline EC20. actives 0.49% (n = 310,000). CHT-expressing cells; active compounds read high; LV-AA mutant CHT in HEK293 cells. High affinity choline transporter 1 (Homo sapiens), Q9GZV3. B-score at 10 µM;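 active means initial fluorescence not abnormally high and integrated response B-score, plate-corrected, over 3 SD above library mean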
# Target sequence (Q9GZV3 whole entry, looked up): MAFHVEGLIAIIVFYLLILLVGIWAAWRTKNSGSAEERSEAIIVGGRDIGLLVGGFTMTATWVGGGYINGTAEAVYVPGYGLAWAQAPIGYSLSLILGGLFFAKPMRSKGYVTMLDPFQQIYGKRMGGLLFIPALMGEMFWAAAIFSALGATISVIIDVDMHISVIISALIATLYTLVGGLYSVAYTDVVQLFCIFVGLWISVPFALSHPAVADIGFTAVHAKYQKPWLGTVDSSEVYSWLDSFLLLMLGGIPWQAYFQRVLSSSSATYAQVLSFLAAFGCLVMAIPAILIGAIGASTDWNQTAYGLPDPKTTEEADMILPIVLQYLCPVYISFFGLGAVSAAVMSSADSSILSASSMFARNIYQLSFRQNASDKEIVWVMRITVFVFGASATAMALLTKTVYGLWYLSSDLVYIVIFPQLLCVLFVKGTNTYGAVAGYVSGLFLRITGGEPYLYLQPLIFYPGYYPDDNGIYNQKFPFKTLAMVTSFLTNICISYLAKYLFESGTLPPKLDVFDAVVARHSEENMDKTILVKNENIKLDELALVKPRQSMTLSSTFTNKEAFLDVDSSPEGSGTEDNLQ
# OX1R antag-1 – antagonists of human orexin 1 receptor (OX1R) | Orexin/Hypocretin receptor type 1 (Homo sapiens), O43613 | OX1R-expressing cells, FRET antagonist read-out | inhibition, % at 6.6 µM | actives 1.8% (n = 330,000) | AID 485270, 2010; in the data active means inhibition mostly above about 38%, no sharp cut-off; inactive means mostly below about 40%;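 further: 0% = agonist challenge alone and 100% = reference antagonist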
# Target sequence (O43613 whole entry, looked up): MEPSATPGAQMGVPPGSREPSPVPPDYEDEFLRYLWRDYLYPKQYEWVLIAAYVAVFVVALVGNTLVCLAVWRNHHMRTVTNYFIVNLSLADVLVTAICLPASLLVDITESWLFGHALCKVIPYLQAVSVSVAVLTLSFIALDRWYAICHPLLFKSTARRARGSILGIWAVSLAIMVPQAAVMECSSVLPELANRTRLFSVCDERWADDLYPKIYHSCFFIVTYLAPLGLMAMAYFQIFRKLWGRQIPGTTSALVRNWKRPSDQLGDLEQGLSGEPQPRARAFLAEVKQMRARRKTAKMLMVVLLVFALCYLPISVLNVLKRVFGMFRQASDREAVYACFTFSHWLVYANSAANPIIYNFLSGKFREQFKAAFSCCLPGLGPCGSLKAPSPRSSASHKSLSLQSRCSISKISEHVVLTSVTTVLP
# OX1R antag-2 – OX1R (HCRTR1) antagonists, primary screen, fluorescence, CHO/OX1R cells, Fluo-8 calcium, orexin A; Orexin/Hypocretin receptor type 1 (Homo sapiens), O43613; Fluo-8 calcium fluorescence; inhibition, % at 5 µM; actives 0.43% (n = 330,000); AID 434989, 2010;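 active means inhibition above its plate's threshold, mean inhibition of all tested compounds on the plate plus 3 SD, cut at about 37% in these data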;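 further: 0% = orexin A challenge wells and 100% = SB-334867-A antagonist wells; not every result past the cut was called active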
# * = called active by the depositor; i = inactive; nt = no result given.
# Start of the data: the first two entries, to show the layout:
SMILES,CHT allo act,OX1R antag-1,OX1R antag-2
CN(C(=O)COC(=O)c1ccc2c(=O)n3c(nc2c1)CCC3)c1ccccc1,i,11,-10
Cc1cccc(NC(=O)CNC(=O)CSc2ncccn2)c1C,nt,11,-12

# Results, from the start:
SMILES,CHT allo act,OX1R antag-1,OX1R antag-2
CN(C(=O)COC(=O)c1ccc2c(=O)n3c(nc2c1)CCC3)c1ccccc1,i,11,-10
Cc1cccc(NC(=O)CNC(=O)CSc2ncccn2)c1C,nt,11,-12
COc1ccccc1N1CCN(C(=O)c2cc3ccccc3[nH]2)CC1,i,2,-18
CN(c1ccccc1C(=O)NCc1ccccn1)S(C)(=O)=O,i,18,-8
CC(=O)c1cccc(NC(=O)c2ccc3c(c2)OCO3)c1,i,-4,-27
Cc1ccc(OCC(=O)Nc2ccc(S(=O)(=O)Nc3cc(C)nc(C)n3)cc2)c(C)c1,i,5,-15
COc1ccc(NC2=CC(=O)CC(C)(C)C2)cc1OC,i,6,-8
Cc1ccc2c(c1)-c1c(cnn1CC(=O)NC(C)CCc1ccco1)CO2 (stereo unspecified),i,4,-10
CCOC(=O)C1=C(c2ccccc2)NC(SCC(=O)Nc2cccc(C)c2)=C(C#N)C1c1ccco1 (stereo unspecified),i,5,-11
CC1(C)C2CCC1(CS(=O)(=O)Nc1ccc(S(=O)(=O)NC3CCCCC3)cc1)C(=O)C2 (stereo unspecified),i,21,-22
COc1ccc(OC)c(CNC(=O)CCC(=O)N2Cc3ccccc3Oc3ncccc32)c1,i,-4,-5
O=C(Nc1ccc2c(c1)Cc1ccccc1-2)c1ccncc1,i,-19,3
Cc1ccc(Cc2c(C)nc3nc(SCC(=O)NCCN4CCOCC4)nn3c2C)cc1,i,16,-23
O=C(Oc1ccc([N+](=O)[O-])cc1)c1cccnc1,i,13,-3
Cc1cc(C)cc(-n2nnnc2SCC(=O)Nc2nc(-c3ccc(Cl)cc3)cs2)c1,i,27,-18
CCC(=O)Nc1nnc(SCC(=O)N2c3ccccc3CC2C)s1 (stereo unspecified),i,15,-40
O=C(Oc1ccc(-c2csnn2)cc1)c1cccs1,i,1,5
CCOC(=O)COc1c(OC)cc(Cl)cc1C1Nc2ccccc2C(=O)N1c1cccc(C)c1 (stereo unspecified),i,3,23
C=CCN(c1ccccc1)S(=O)(=O)c1cccc(C(=O)Nc2ccncc2)c1,i,45,-2
Cc1cccc(N2CCN(C(=O)CCC(=O)N3CC(C)Oc4ccccc43)CC2)c1C (stereo unspecified),i,21,-33
S=C(NCCCN1CCOCC1)Nc1ccc(Cl)cc1,i,0,-7
O=C1c2ccccc2C(=O)N1CCC#Cc1ccc2cc(CCO)oc(=O)c2c1,nt,9,12
O=C(Nc1cccc(S(=O)(=O)NC2=NCCC2)c1)c1ccccc1,nt,1,-3
O=C(Nc1ccc(-n2cccn2)cc1)C1CCN(Cc2ccccn2)CC1,i,-5,-16
CCSc1nnc(NC(=O)CCNS(=O)(=O)c2cc(Br)cnc2N)s1,i,11,-13
CCOc1ccc(C(=O)NCC2CCCO2)cc1OCC (stereo unspecified),i,11,-6
COc1ccc(-c2ccc(/C=N/NC(=O)Cc3nnc(N)s3)o2)cc1Cl,i,3,-4
CC(C)C1Cc2nc(Cl)c(C#N)cc2CO1 (stereo unspecified),i,4,-12
COc1cc(/C=C(/C#N)C(=O)c2c(C)[nH]c3ccccc23)ccc1OCC#N,i,6,-12
c1ccc2c(N3CCCCC3)ncnc2c1,i,23,-16
CCN1CCN(c2cc(C)c3cc(NC(=O)c4cncc(Br)c4)ccc3n2)CC1,i,5,-19
Cc1nnc(SCC(=O)Nc2nccs2)n(N)c1=O,i,20,-11
CCOC(=O)/C(=N/Nc1ccc(C)cc1)S(=O)(=O)c1ccc(Cl)cc1,i,7,-37
Cc1ccc(S(=O)(=O)NC(=O)Nc2cccc([N+](=O)[O-])c2)cc1,i,20,-10
Cc1ccc(S(=O)(=O)N2CCCCC2)cc1NC(=O)CSc1ncnc2ccccc12,i,5,-38
Cc1ccc(NS(=O)(=O)c2cccc(C(=O)Nc3c(C)n(C)n(-c4ccccc4)c3=O)c2)cc1,i,17,-10
COc1ccc(CC2=CC(=O)c3ccccc3C2=O)cc1,i,39*,-4
COc1ccc(Nc2nc(OC)nc(OC)n2)cc1,i,26,-7
COc1ccc(CCNC(=O)c2nnn(-c3ccc4c(c3)OCCO4)c2N)cc1OC,i,10,-30
O=C(O)c1ccccc1NS(=O)(=O)c1cccc(C(F)(F)F)c1,i,5,-14
COc1ccc(CNC(=O)CSc2nnnn2-c2ccccc2)cc1,i,1,-12
COc1cc(CCC(=O)Nc2c(C(=O)N3CCN(c4ccccc4OC)CC3)oc3ccccc23)on1,i,10,-22
CCOc1cccc(-c2nnc3sc(COc4ccc(OC)cc4)nn23)c1,i,33,-25
Cc1nc2ccccc2c2ncccc12,i,0,-14
Cc1ccn2c(=O)c(NC(=O)c3ccc(Br)o3)c(C)nc2c1,i,10,0
Cc1ccc(SCc2cc(=O)[nH]c(Nc3nc(C)c4ccc(C)cc4n3)n2)cc1,i,14,-9
O=C(N/N=C/c1cc2c(cc1[N+](=O)[O-])OCO2)c1ccc2c(c1)OCO2,i,7,-20
COc1ccccc1-c1sc2ccccc2c1-c1ccc(OCCN2CCOCC2)cc1,nt,-1,2
CCOc1ccc(S(=O)(=O)N2CCCCC2)cc1NC(=O)CN1C(=O)NC(C)(C2CC2)C1=O (stereo unspecified),nt,10,-19
CC(C)CNC(=O)CCCc1c[nH]c2ccccc12,i,27,-22
CCCCNC(=S)Nc1ccc(SC(F)F)cc1,i,27,15
COCCNC(=O)c1cn(C(C)c2ccccc2F)nn1 (stereo unspecified),i,1,-38
CCOC(=O)C1CCCN(C(=O)c2ccc3c(=O)n(Cc4ccccc4OC)c(=S)[nH]c3c2)C1 (stereo unspecified),i,3,-27
CCOc1ccc(NC(=O)NCC2CCN(c3ccc(OC)cc3)C2)cc1 (stereo unspecified),i,5,-5
CCOc1ccccc1N1CC(C(=O)NCCOc2ccccc2OC)CC1=O (stereo unspecified),i,5,-13
Cc1cc(C)cc(N2C(=O)CC(Sc3ncn[nH]3)C2=O)c1 (stereo unspecified),i,23,-33
Cc1noc(C)c1COc1cccc(C(=O)N(C)Cc2cccs2)c1,nt,12,-18
O=C1C(Nc2ccccc2)=C(NS(=O)(=O)c2ccccc2)C(=O)c2ccccc21,i,45,-12
O=C1CC(=O)Nc2cc(S(=O)(=O)Nc3ccc(F)cc3Cl)ccc2N1,i,4,-12
CCOC(=O)N1CCN(C(=S)NC(=O)c2ccc(F)c(F)c2)CC1,i,11,-5

# In a second layout: 7 of the compounds above
mol | CHT allo act | OX1R antag-1 | OX1R antag-2
CC(=O)c1cccc(NC(=O)c2ccc3c(c2)OCO3)c1 | i | -4 | -27
Cc1ccc(OCC(=O)Nc2ccc(S(=O)(=O)Nc3cc(C)nc(C)n3)cc2)c(C)c1 | i | 5 | -15
COc1ccc(NC2=CC(=O)CC(C)(C)C2)cc1OC | i | 6 | -8
Cc1ccc2c(c1)-c1c(cnn1CC(=O)NC(C)CCc1ccco1)CO2 (stereo unspecified) | i | 4 | -10
CCOC(=O)C1=C(c2ccccc2)NC(SCC(=O)Nc2cccc(C)c2)=C(C#N)C1c1ccco1 (stereo unspecified) | i | 5 | -11
CC1(C)C2CCC1(CS(=O)(=O)Nc1ccc(S(=O)(=O)NC3CCCCC3)cc1)C(=O)C2 (stereo unspecified) | i | 21 | -22
COc1ccc(OC)c(CNC(=O)CCC(=O)N2Cc3ccccc3Oc3ncccc32)c1 | i | -4 | -5

# New compounds follow.
SMILES,CHT allo act,OX1R antag-1,OX1R antag-2
CN(C)c1cccc(C(=O)OCCCC(=O)c2ccc(F)cc2)c1,nt,0,-27
C/C(N)=C(/C#N)C(=O)COC(=O)c1ccccc1Cc1ccccc1,i,17,13
Cc1ccc(S(=O)(=O)N2CCCCC2)cc1NC(=O)CSc1ccc2c(c1)OCCO2,i,27,0
O=C(COc1ccc2c(c1)OCO2)Nc1ccccc1F,i,8,-3
CCOC(=O)Cc1[nH]nc2c1C(c1ccsc1)C(C#N)=C(N)O2 (stereo unspecified),i,10,-17
COc1ccc(CCNc2nc(-c3ccc(NC(C)=O)cc3)cs2)cc1OC,i,-6,-18
COc1ccc(C(=O)N/C(=C/c2ccco2)C(=O)N2CCCCCC2)cc1,i,26,-17
CCCCn1c(-c2ccco2)nc2oc3ccccc3c(=O)c2c1=O,i,10,-16
Cc1cccc(NC(=O)COC(=O)CCc2c[nH]c3ccccc23)c1,nt,7,10
CN(C)C(CNC(=O)CCCOc1ccccc1)c1ccco1 (stereo unspecified),i,5,-24
CC(C)C(NC(=O)Cc1ccccc1[N+](=O)[O-])C(C)C,i,8,-3
CCOc1ccccc1NC(=O)/C=C/c1ccccc1[N+](=O)[O-],i,22,-38
COCC(C)n1c(SCC(=O)Nc2c(C)n(C)n(-c3ccccc3)c2=O)nc2ccccc2c1=O (stereo unspecified),nt,3,-22
Cc1ccc(S(=O)(=O)NCCC(=O)OCC(=O)Nc2cccc(Cl)c2)cc1,nt,9,-1
Brc1ccccc1OCCN1CCOCC1,i,6,-6
CCn1c2ccccc2c2cc(CN3CCN(S(C)(=O)=O)CC3)ccc21,i,46,-6
COc1cc(C(=O)OCCc2cc3ccccc3c(=O)o2)cc(OC)c1OC,nt,14,7
Cc1ccc(N(CC(=O)NC2CCCCC2)S(=O)(=O)c2cccs2)cc1,i,7,-17
Cc1nc(N2CCCCC2C)c2c(C)c(C(=O)Nc3cccc(C(F)(F)F)c3)sc2n1 (stereo unspecified),i,10,-31
CCOC(=O)c1nnn(-c2nonc2N)c1CSc1ccccn1,i,26,-10
CCCCN(CCCC)C(=O)c1cc2ccccc2c(=O)o1,i,19,-27
O=C(CN1C(=O)C2CCCCC2C1=O)Nc1ccccc1C(=O)O (stereo unspecified),i,6,0
CCNC(=S)Nc1ccc(Cl)c(C(F)(F)F)c1,i,22,4
CN(C(=O)COC(=O)c1cc([N+](=O)[O-])ccc1N1CCCC1)C1CCS(=O)(=O)C1 (stereo unspecified),i,65,-17
CC(C)CNC(=S)Nc1ccc(Oc2ccccc2)cc1,i,12,-4
CC(C)c1ccc(O)c(NC(=O)c2ncn[nH]2)c1,i,8,-11
O=C(/C=C/c1ccc(O)c(O)c1)OC(Cc1ccc(O)c(O)c1)C(=O)O (stereo unspecified),i,12,-16
COCc1c(N)c(C)nc(Cl)c1C#N,i,26,-5
NC(=O)c1ccccc1NS(=O)(=O)c1ccccc1,i,11,-8
COc1cccc(C(=O)Nc2ccc(NC(=O)c3cc4ccccc4o3)c(OC)c2)c1,i,13,-16

# One compound at a time, from the list above. Order of values: CHT allo act | OX1R antag-1 | OX1R antag-2
# COCc1c(N)c(C)nc(Cl)c1C#N as listed: i | 26 | -5
# O=C(/C=C/c1ccc(O)c(O)c1)OC(Cc1ccc(O)c(O)c1)C(=O)O (stereo unspecified) as listed: i | 12 | -16

# The list goes on.
SMILES,CHT allo act,OX1R antag-1,OX1R antag-2
C[C@@H](c1ccccc1)N1Cc2ccccc2Oc2cc(Br)ccc2S1(=O)=O,nt,29,27
COc1ccc(C(=O)NCCC2=CCCCC2)cc1S(=O)(=O)N1CCOCC1,i,7,-23
O=C1NC2(CCCCC2)Cc2ccccc21,i,20,-13
O=C(COc1ccc(Br)cc1F)NC1CCN(Cc2ccccc2)CC1,i,24,-34
O=C(N/N=C/c1cc([N+](=O)[O-])ccc1O)c1cccc2ccccc12,i,32,13
Cn1nc(C(F)(F)F)c(/C=N/OC(=O)c2ccccc2)c1SCc1ccccc1Cl,i,14,-26
O=C(Nc1ccc2c(c1)OCO2)C(c1ccc(Cl)cc1)N1CCC2(CC1)OCCO2 (stereo unspecified),i,1,-24
C/C(CC(=O)NCc1ccc(Cl)cc1)=N\NC(=O)Cc1ccccc1,i,2,-10
COc1cc(Cl)ccc1OCc1cc(C(=O)NC(C)Cc2cccnc2)no1 (stereo unspecified),i,19,-18
CC1=CC(C)(C)NC(=O)N1c1ccc(C)cc1,i,17,-4
O=C(Nc1ccc(C(=O)O)cc1)/C(=C/c1cccc(Br)c1)NC(=O)c1ccco1,i,6,7
Cn1c(SCC(=O)N(Cc2ccccc2)C(C)(C)C)nc2ccccc21,i,23,-28
COc1cc(CNn2cnnc2)ccc1OCC(=O)NC1CCCCC1,i,7,-14
CCn1c2c(c(C)cc1=O)C(=O)CC(C)(C)C2,i,6,-7
CCc1ccccc1OCC(=O)NCC1COc2ccccc2O1 (stereo unspecified),nt,12,-31
Cc1ccc(C(c2c(C)[nH][nH]c2=O)c2c(C)[nH][nH]c2=O)cc1,i,4,-4
Cc1ccc(N2C(=O)[C@@H]3C(c4ccc(F)cc4)=NO[C@@H]3C2=O)cc1,i,8,-7
COc1ccc(-c2cc(C(=O)Nc3ccc(O)cc3)c3ccccc3n2)cc1OC,i,17,-12
COc1ccc(CN(C)C(=O)Cc2ccc(S(=O)(=O)N3CCOCC3)s2)cc1OC,nt,7,-4
CCOC(=O)c1sc(NC(=O)C2CC(=O)N(c3ccc4c(c3)OCCO4)C2)nc1C (stereo unspecified),nt,-5,-17
COC(=O)c1ccccc1NC(=O)CCS(=O)(=O)c1ccc(Br)s1,i,12,-13
COc1ccc(C)cc1NC(=O)/C=C/c1ccc(OC)c(S(=O)(=O)N2CCOCC2)c1,nt,12,-14
COC(=O)/C=C1/S/C(=N/NC(=O)c2ccccc2)NC1=O,i,54,-10
O=C1CC(c2ccc3c(c2)OCO3)CN1 (stereo unspecified),i,12,-18
COc1ccc(-c2ccc(SCC(=O)N3CCCC3)nn2)cc1OC,i,10,-3
COC(=O)c1ccc2c(=O)n(CCN3CCOCC3)c(=S)[nH]c2c1,i,5,-4
